Screens: PubChem BioAssay, National Center for Advancing Translational Sciences (NCATS)
IMPase inh: membrane-permeable compound that blocks inositol monophosphatase. AID 901. CHO-M1 cells, IP1 accumulation, HTRF TR-FRET ratio. inhibition (IP1 accumulation), % at 46.1 µM. 120,000 tested, under 10 active. P97697; active means well fitted curve in the direction sought with a large enough effect in the signal ratio, not every such curve was filed as active; inconclusive means small, poorly fitted or top-dose-only effect, or a change in a side signal; inactive means no such curve, though single readings can be large or run the other way; the % refers to the signal ratio;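 further: cells stimulated with carbachol in lithium chloride buffer; plate controls were DMSO basal wells for no effect and reference inhibitor wells for full effect; higher means more IMPase inhibition seen as more IP1 and lower FRET ratio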
Target sequence (P97697 whole entry, looked up): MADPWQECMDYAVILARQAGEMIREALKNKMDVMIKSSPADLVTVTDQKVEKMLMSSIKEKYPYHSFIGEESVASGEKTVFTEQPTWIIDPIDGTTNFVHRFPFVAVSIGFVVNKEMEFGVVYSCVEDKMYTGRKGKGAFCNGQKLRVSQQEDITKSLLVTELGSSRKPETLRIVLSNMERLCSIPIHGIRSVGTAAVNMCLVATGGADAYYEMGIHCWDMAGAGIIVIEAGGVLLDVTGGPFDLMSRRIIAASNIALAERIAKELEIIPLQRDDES
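Measured: the HTRF emission ratio (665/620 nm) plus the 620 nm donor channel, each fitted to the Hill equation to give AC50. Cells were CHO-M1 given compounds up to 46 uM and a 30 min carbachol stimulation at 37C.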
PNC assembly inh: inhibitors of perinucleolar compartment assembly | activity change (PNC), negative = inhibition, % at 10 µM | 3.1% of 140,000 active | PC3M PTB-GFP, PNC prevalence imaging, 16 h; hits give low values;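 active means readout at or below -70, meaning at least 70% loss of cells showing the perinucleolar compartment, a nuclear body marking cancer cells; inconclusive means readout between -30 and a set limit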;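 further: plate controls were DMSO wells for no effect and camptothecin positive control wells for full effect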
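Read-out is percentage of cells bearing a perinucleolar compartment, from automated 20x imaging of fixed, Hoechst-stained PC3M PTB-GFP cells. Cells were seeded 4 h, then exposed 16 h to compound (23 nl of library stock) in duplicate plates.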
ALOX12 inhib: blocks human 12-lipoxygenase activity. 0.12% of 150,000 active. P18054. Potency, µM (series often up to 57.1 µM), without a hit: top-dose activity change, negative = inhibition, hits mostly inhibitors. purified 12-hLO, xylenol orange hydroperoxide absorbance; further: potency means the concentration at half of the fitted maximal effect; nearly all actives have a fitted effect of over 55% in size; many of its hits are not listed in these tables
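Purified human 12hLO (150 nM), preincubated 15 min with compound, then 40 uM arachidonic acid for 30 min, room temperature, Hepes pH 7.0 with 0.01% Triton X-100. Hydroperoxide detected by ferrous iron/xylenol orange; 573/405 nm absorbance ratio gives reaction progress.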
15-hLO-2 inh: blocks human 15-lipoxygenase 2 activity | purified 15hLO-2, xylenol orange hydroperoxide absorbance | O15296 | 0.56% of 110,000 active | Potency, µM (highest dose often 57.1 µM), for inactives: at the highest dose activity change, negative = inhibition, hits mostly inhibitors; further: potency means the concentration at half of the fitted maximal effect; nearly all actives have a fitted effect of over 60% in size; many of its hits are not listed in these tables
Target sequence (O15296 whole entry, looked up): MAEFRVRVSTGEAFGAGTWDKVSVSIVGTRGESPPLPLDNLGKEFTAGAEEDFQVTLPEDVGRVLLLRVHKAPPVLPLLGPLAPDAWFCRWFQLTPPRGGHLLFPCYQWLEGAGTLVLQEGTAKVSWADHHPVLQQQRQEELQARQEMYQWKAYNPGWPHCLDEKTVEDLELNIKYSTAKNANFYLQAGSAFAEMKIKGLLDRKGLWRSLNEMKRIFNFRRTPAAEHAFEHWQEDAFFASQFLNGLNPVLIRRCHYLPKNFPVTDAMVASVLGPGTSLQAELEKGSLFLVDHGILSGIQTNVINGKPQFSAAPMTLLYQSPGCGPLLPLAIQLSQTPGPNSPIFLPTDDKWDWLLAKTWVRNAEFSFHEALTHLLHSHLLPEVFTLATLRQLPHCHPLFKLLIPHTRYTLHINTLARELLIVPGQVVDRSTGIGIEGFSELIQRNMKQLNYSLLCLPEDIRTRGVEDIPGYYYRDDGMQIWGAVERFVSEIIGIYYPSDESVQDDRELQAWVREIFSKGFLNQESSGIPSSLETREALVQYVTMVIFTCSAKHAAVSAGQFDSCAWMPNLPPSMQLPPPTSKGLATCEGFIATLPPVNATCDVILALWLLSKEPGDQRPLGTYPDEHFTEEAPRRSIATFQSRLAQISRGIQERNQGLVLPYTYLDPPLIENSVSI
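Purified human 15hLO-2 (50 nM final) preincubated with compounds 15 min at room temperature in 25 mM Hepes pH 7.5, 0.01% Triton X-100, then 45 uM arachidonic acid added for 90 min; hydroperoxide detected via ferrous/xylenol orange, 573/405 nm absorbance ratio.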
* = called active by the depositor; ? = inconclusive; · = no result given; [ ] = remark or other dose. Unless noted, the call rests on the fitted dose curve; in most records, active means well fitted curve in the direction sought with a large enough effect; inconclusive means small, poorly fitted or top-dose-only effect, or another doubt; inactive means no such curve, though single readings can be large; an effect the other way counts as inactive or inconclusive. Unless noted, on the % scale 0 is the no-effect control and ±100 the full control effect. This is a subset; the hit share may differ from the screen's.

SMILES	IMPase inh	PNC assembly inh	ALOX12 inhib	15-hLO-2 inh
Cc1cccc(OCc2n[nH]c(=S)n2C2CCCCC2)c1	0	-13	-25%	·
O=c1[nH]c(=O)n([C@H]2C[C@H](O)[C@@H](CO)O2)cc1C(F)(F)F	·	?	?	·
CN(CC(=O)Nn1cnnc1)S(=O)(=O)c1cc(Cl)ccc1Cl	-7	?	-3%	-2%
O=C(NC1CCCCC1)C1CCN(S(=O)(=O)c2cccc3cccnc23)CC1	0	?	6%	0%
CCCCCCN(C(=O)CCCCCN1C(=O)NC(c2ccc(-c3ccccc3)cc2)C(C(=O)OCc2ccccc2)=C1C)C(C(=O)NCCCC)c1ccccn1 (stereo not given)	·	·	-5%	10%
CC(=O)N(C)C1=C(O)c2ccccc2C(=O)C1=O	-12	60	-4%	-21%
O=C1Nc2ccccc2N(O)N1c1cc(-c2ccccc2Cl)no1	1	-11	8%	4%
CC(C)c1ccc(NC(=S)NCCc2c[nH]c3ccccc23)cc1	·	-2	?	·
O=C(Nc1cccc2nsnc12)c1cccnc1	·	28	0%	·
CCn1cc(/C=N\NC(=O)c2ccc3c(c2)c(C)c(C)n3Cc2ccccc2)c(C)n1	16	12	6%	13%
NC(=O)C(CC(=O)O)NC(=O)[C@@H]1CCCNc2c(I)cc([N+](=O)[O-])cc2C(=O)N[C@@H](CO)C(=O)N[C@@H](Cc2ccc(O)cc2)C(=O)N1 (stereo not given in full)	·	61	-4%	·
COc1cccc(-c2csc(N3CCN(Cc4ccccc4)CC3)n2)c1	4	-14	-6%	-1%
CNC(=S)N(CCc1ccccc1)Cc1cc2cc(OC)c(OC)cc2[nH]c1=O	·	15	-9%	·
Cc1cc(OC(=O)c2c(Cl)cccc2Cl)nc(C)n1	16[1.84 µM]	11	5%	3%[11.4 µM]
Cc1cc(NS(=O)(=O)c2ccc(NC(=O)c3cc(-c4cccnc4)nc4ccc(Cl)cc34)cc2)no1	-11	-26	-3%	-6%
CO/N=C(\C(=O)N[C@@H]1C(=O)N2C(C(=O)O)=C(COC(N)=O)CS[C@@H]12)c1ccco1	-6[20.6 µM]	·	-4%[25.6 µM]	16%[25.6 µM]
COc1cc(/C=C2/C(=O)ON=C2C)ccc1OCc1ccccc1F	-1	-12	-5%	?
Cn1c(=O)[nH]c(=O)c2c1nc(OC(=O)c1ccccc1)n2CC(O)COc1ccc(F)cc1 (stereo not given)	3	-9	-5%	-5%
COCc1cc(Sc2c(Cl)cccc2Cl)nc(-c2ccccc2)n1	4	-25	-6%	2%
COc1ccc2[nH]cc(CCCN3C(=O)c4ccccc4C3=O)c2c1	2	-1	-4%	·
COc1ccc(CNC(=O)c2csc(Cc3ccccc3)n2)cc1	26[1.84 µM]	-4	-2%	-1%[11.4 µM]
COC(=O)COc1nc(C)c(Br)c(OC)n1	5	?	12%	-5%
O=C(O)CCN(CCC(=O)O)S(=O)(=O)c1ccccc1	2	14	-3%	2%
O=C(OC(C(=O)NCC1CCCO1)c1ccccc1F)c1ccco1 (stereo not given)	7	20	-3%	4%
Cc1ccc2nc(N(CCCN(C)C)C(=O)c3sc4ccccc4c3Cl)sc2c1	?	-23	-3%	·
CC(=O)c1cccc(NC(=O)CN(c2ccc(C)cc2)S(=O)(=O)c2cccc3nonc23)c1	-4	9	-12%	-12%
CCOC(=O)c1c(NC(=O)CN(CC)CC)sc2c1CCC2	1	?	-15%	2%
COc1ccc(C2Cc3ccccc3C(=O)O2)cc1 (stereo not given)	·	32	-4%	·
COc1ccccc1/C=C/C(=O)NCC(=O)N/N=C/c1cc(Br)ccc1OC	1	?	-20%	6%
O=c1c2ccccc2nc(SCc2cn3ccsc3n2)n1-c1ccccc1F	29	?	-12%	50%[activator]

Rewritten with two lines to a compound: 5 of the compounds above
Results follow in this order: IMPase inh, PNC assembly inh, ALOX12 inhib, 15-hLO-2 inh
CO/N=C(\C(=O)N[C@@H]1C(=O)N2C(C(=O)O)=C(COC(N)=O)CS[C@@H]12)c1ccco1
  -6[20.6 µM], ·, -4%[25.6 µM], 16%[25.6 µM]
COc1cc(/C=C2/C(=O)ON=C2C)ccc1OCc1ccccc1F
  -1, -12, -5%, ?
Cn1c(=O)[nH]c(=O)c2c1nc(OC(=O)c1ccccc1)n2CC(O)COc1ccc(F)cc1 (stereo not given)
  3, -9, -5%, -5%
COCc1cc(Sc2c(Cl)cccc2Cl)nc(-c2ccccc2)n1
  4, -25, -6%, 2%
COc1ccc2[nH]cc(CCCN3C(=O)c4ccccc4C3=O)c2c1
  2, -1, -4%, ·

Next compounds:
SMILES	IMPase inh	PNC assembly inh	ALOX12 inhib	15-hLO-2 inh
CCCCOCCCNC(=O)c1ccc(OCC)cc1	2	-18	6%	3%
CC(C)c1ccc(N(C(=O)c2csnn2)C(C(=O)NC(C)(C)C)c2ccncc2)cc1 (stereo not given)	8	-27	3%	-22%
CCCn1c(C)cc(/C=C(\C#N)C(=O)OCC(=O)NC(=O)NC(C)(C)C)c1C	1	?	-6%	8%
COc1cc(C(=O)NCc2ccccn2)ccc1OCc1c(C)noc1C	-3	-23	-2%	9%
CCOc1ccc2ccccc2c1/C=N/NC(=O)CC1(C)OCCCO1	·	12	-1%	·
O=C(C1CCN(S(=O)(=O)c2cccnc2)CC1)N1CCN(c2cccc(Cl)c2)CC1	4	8	-2%	6%
COc1ccc(-c2noc(CCC(=O)O)n2)cc1	·	-10	0%	·
O=C(CN(C1CC1)S(=O)(=O)c1ccc(S(=O)(=O)N2CCCCCC2)cc1)Nc1ccccc1	4	?	-5%	1%
CCOC(=O)c1nc2ccccc2nc1C	·	39	-3%	·
Cc1cccc(NC(=O)C2(c3ccc([N+](=O)[O-])cc3)CCCC2)c1	12	24	1%	-1%
COc1cccc(OC)c1C(=O)N1CCN(c2ccccn2)CC1	-7	?	-1%	3%
COc1ccccc1NC(=O)CSc1nc(O)c(Cc2ccccc2)c(=O)[nH]1	-6	-24	-3%	0%
N#CC1(C#N)COC23CCCCC2C1(C#N)C(=N)O3 (stereo not given)	-5	25	?	6%
CC1CCCCN1C(=O)Cn1c(=O)n(CCC(=O)NCc2ccco2)c(=O)c2sccc21 (stereo not given)	-13	-25	-3%	8%
CCOC(=O)c1c(C)oc2ccc(NS(=O)(=O)c3ccc4c5c(cccc35)C(=O)N4)cc12	8	279	-3%	·
CCCOC(=O)NC(CC)COC(=O)Nc1cc(C)ccc1C (stereo not given)	-6	-30	1%	4%
CS(=O)(=O)Nc1ccc(C2=NN(C(=O)c3ccco3)C(c3ccccc3)C2)cc1 (stereo not given)	·	?	0%	·
Cc1cc(OCCOc2cccc3cccnc23)c(C)cc1Cl	-5	-13	-6%	24%
COC(=O)c1ccc(NC(=O)N2CCC(O)(c3cccnc3)CC2)cc1	-3	-6	1%	-2%
Cc1ccc(NCc2nnc(SCC(=O)c3ccccc3)n2Cc2ccco2)c(C)c1	9	?	-21%	6%
CN(Cc1ccco1)S(=O)(=O)c1ccc2c(c1)CCN2C(=O)CCC(=O)O	·	30	-1%	·
CCOC(=O)CN1CC23C=CC(O2)C(C(=O)N2CCN(c4ccc(F)cc4)CC2)C3C1=O (stereo not given)	3	33	0%	·
O=C(Cn1cc2c(n1)CCCCC2)N1CCc2ccccc2C1	-3	-10	1%	3%
Cc1nc2ccc(NS(=O)(=O)c3c(C)c(C)cc(C)c3C)cc2s1	3	3	-23%	-7%
Cc1cc(C)c(NC(=O)C2CCCN2C(=O)NC2CCCCC2)c(C)c1 (stereo not given)	·	?	-3%	·
CCOc1c2ccc(C(=O)NC3CCCc4ccccc43)cc2nn1C (stereo not given)	8	-12	0%	0%
C=CCn1c(CNC(=O)c2cccs2)n[nH]c1=S	·	10	4%	·
Cc1cccc(C)c1NC1=NC(=S)N(c2ccccc2)C12CCOC(C)(C)C2 (stereo not given)	6	-3	-4%	-4%
Cc1cccc2c1N(CCCOc1ccc(C(C)(C)C)cc1)C(=O)C2=O	6	?	-20%	?
C=CCNC(=O)COC(=O)c1oc2ccccc2c1CSC1CCCCC1	13	24	0%	·
CN(C)c1ccnc(N(Cc2ccccc2)Cc2ccccc2)c1C#N	5	9	4%	20%
CC(C)OC(=O)CSc1nnc(-c2ccco2)n1N	-5	-10	3%	1%
COc1ccc(C(=O)/C=C/c2ccc(O)cc2)c(O)c1CC=C(C)C	·	37	-7%	·
COc1ccc(NC(=O)Nc2cccc([N+](=O)[O-])c2)cc1Cl	-3	?	-5%	·
O=C(CSc1nnc2c(Cl)cc(C(F)(F)F)cn12)NCc1ccc(F)cc1	·	-19	-1%	·
CC(C)COC(=O)/C(C#N)=C/c1cn(Cc2ccccc2)c2ccccc12	2	16	-3%	·
Cc1cc(C(=O)CN(Cc2ccc(F)cc2)S(=O)(=O)c2ccc3c(c2)OCCO3)c(C)n1C	2	-22	-10%	-7%
COc1ccc(NC(=O)C2CCN(C(=O)NCc3ccccc3)CC2)cc1	-5	6	-3%	10%
CC(C)CN(CC(C)C)C(=O)C12CCC(C)(C(=O)C1)C2(C)C (stereo not given)	6	?	-1%	4%
CC(C)(C)C(=O)NC1CCN(S(=O)(=O)c2ccccc2F)CC1	?	3	-4%	-4%
CCOC(=O)N1CCN(C(=O)c2cc(S(=O)(=O)N3CCCC3)cn2C)CC1	?	-9	-7%	-2%
Cc1ccc2c(c1)C1CN(C)CCC1N2C(=O)c1ccccc1NS(=O)(=O)c1ccc(F)cc1 (stereo not given)	5	44	1%	·
CCc1ccccc1NC(=O)C1NC(=O)CC1c1ccccc1 (stereo not given)	0	-23	1%	-3%
CCOc1ccc(C(O)c2nccn2Cc2ccccc2)cc1 (stereo not given)	-2	?	-7%	27%
CN1CCN(c2oc(-c3ccco3)nc2S(=O)(=O)c2ccccc2)CC1	8	4	1%	2%
COc1cc(/C=N/NC(=O)c2cccnc2)ccc1OS(=O)(=O)c1cc(C)ccc1C	·	?	1%	·
CCCNC(=O)CS(=O)(=O)Cc1nc(-c2ccccc2C)oc1C	1	?	-7%	0%
Cc1ccc(C)c(NC(=O)CSc2nnc3n2CCCCC3)c1	-4	14	0%	·
CCCOC(=O)c1ccc(NC(=O)c2c(Cl)ccc(Cl)c2OC)cc1	·	10	-1%	·
Cc1ccc(S(=O)(=O)Nc2nc(C)cc(N/N=C/c3ccc(O)cc3)n2)cc1	6	12	-4%	·
O=c1[nH]c2c(c3c1CCCC3)CCCC2	-6	3	-4%	-4%
Cc1cccc(C)c1N1CC(=O)N(c2c(C)cccc2C)CC1=O	-8	24	2%	8%
CCCOC(=S)NC(=O)c1sc2ccccc2c1Cl	-23	?	-3%	?
O=C(c1csnn1)N1CCC[C@@]2(CCN(C(c3ccccc3)c3ccccc3)C2)C1	·	·	3%	4%
Cc1nn(-c2ncc(C(F)(F)F)cc2Cl)c(=O)n1-c1ccccc1	1	9	0%	0%
Cc1cc(C)nc(Nc2n[nH]c(-c3cccc4ccccc34)n2)n1	3	79	3%	15%
Cc1cccc(-n2nc(C)cc2N)c1	4	92	7%	-9%
OCCNCCCOc1cccc(Cl)c1Cl	-12	·	1%	41%[activator]
C/C(=N\NC(=O)C(NC(=O)c1ccccc1)C(C)C)c1ccccc1 (stereo not given)	5	-9	1%	2%
C/C(CC(=O)NCc1ccco1)=N\NC(=O)Cc1ccc(-c2ccccc2)cc1	-2	-7	-1%	·

The list goes on:
SMILES	IMPase inh	PNC assembly inh	ALOX12 inhib	15-hLO-2 inh
O=C(NCc1ccc2c(c1)OCO2)c1cccc(C(=O)NCc2ccc3c(c2)OCO3)c1	7	8	-22%	0%
CCc1cn([C@H]2C[C@H](O)[C@@H](CO)O2)c(=O)[nH]c1=O	·	35	-2%	·
CCOc1ccccc1Nc1nnc(SCC(=O)NC(=O)c2cccn2C)s1	·	-27	2%	·
c1ccc(-c2ccccc2-c2nc(-c3cccnc3)no2)cc1	4	-101*	0%	23%
